From PubChem BioAssay
SENP8 block-1 – SENP8 protease inhibition | Q96LD8 | purified SENP8, Z-RLRGG-aminoluciferin cleavage, luminescence | inhibition, % at 10 µM | 330,000 tested, 1.2% active | AID 2540; in the data active means inhibition above about 50%
Target sequence (Q96LD8 whole entry, looked up): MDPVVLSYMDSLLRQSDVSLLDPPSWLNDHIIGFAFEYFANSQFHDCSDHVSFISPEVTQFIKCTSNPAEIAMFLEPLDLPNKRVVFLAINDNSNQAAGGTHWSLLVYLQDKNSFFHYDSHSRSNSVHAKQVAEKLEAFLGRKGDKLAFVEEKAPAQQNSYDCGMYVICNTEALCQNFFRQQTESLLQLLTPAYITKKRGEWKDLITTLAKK
SENP6 block – inhibitors of human SENP6 protease; Q9GZR1; Recombinant SENP6 catalytic domain, aminoluciferin luminescence; inhibition, % at 10 µM; 330,000 tested, 1.8% active; AID 2599;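 active means inhibition above about 50% at the single tested dose, limit read from the data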;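 further: plate controls were DMSO wells with enzyme for no effect and DMSO wells lacking enzyme for full effect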
HKDC1 inhibitor – HKDC1 (human) hexokinase inhibition; AID 493160; recombinant HKDC1, G6PDH/diaphorase resazurin coupled fluorescence; inhibition, % at 20 µM; Q2TB90; 340,000 tested, 0.16% active;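 active means inhibition above about 35% when tested at 20 µM, limit read from the data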;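 further: plate controls were DMSO wells with enzyme for no effect and DMSO wells lacking enzyme for full effect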
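Test system: recombinant HKDC1 (HK5) hexokinase enzyme, produced in-house / Doses: 20 µM test compound, 1% DMSO / Timing: 90 min, room temperature / Detection: G6PDH/diaphorase-coupled fluorescence, 1 mM NADP, 100 µM resazurin, 525/613 nm / Control set: DMSO wells with and without enzyme mix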
SENP8 block-2 – SENP8 (human) protease inhibition | Q96LD8 | recombinant SENP8, Nedd8 substrate fluorescence | inhibition, % at 20 µM | 360,000 tested, 0.64% active | AID 602440; in the data active means inhibition mostly above about 40%, no sharp cut-off; inactive means mostly below about 27%
Apaf-1 inh – inhibitors of human Apaf-1 apoptosome | O14727 | reconstituted apoptosome caspase-3 activity, DEVD-Rh110 fluorescence | inhibition, % at 20 µM | 330,000 tested, 0.71% active | AID 489030; active means inhibition of at least 40% at 20 µM;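 further: plate controls were DMSO wells for no effect and DEVD-CHO caspase inhibitor wells for full effect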
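Material: reconstituted apoptosome with Apaf-1, cytochrome c, caspase-9, procaspase-3, dATP. Technique: Rh110 fluorescence intensity. Buffer or medium: pH 7.5 Hepes buffer with CHAPS, BSA, DTT. Times: 30 min plus 50 min, RT.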
SENP1 inh – inhibitors of human SENP1 SUMO protease catalytic domain | recombinant SENP1 catalytic domain, CyPet-SUMO1-YPet FRET cleavage | inhibition, % at 10 µM | 360,000 tested, 0.21% active | AID 624204;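 active means inhibition at least 30% at 10 µM, raw YFP signal under a set limit, fluorescence ratio 0.5 to 1.5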;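 further: 0% = enzyme with DMSO and 100% = no enzyme wells; some results filed as inactive read as strong as hits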
Target sequence (Q9P0U3 419-644 limits assumed): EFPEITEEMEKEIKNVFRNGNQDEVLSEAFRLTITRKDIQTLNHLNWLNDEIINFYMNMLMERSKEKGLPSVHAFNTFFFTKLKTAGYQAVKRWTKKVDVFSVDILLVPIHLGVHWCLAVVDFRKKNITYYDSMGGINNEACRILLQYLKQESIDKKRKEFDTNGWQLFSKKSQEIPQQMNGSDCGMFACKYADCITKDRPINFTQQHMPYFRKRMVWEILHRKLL
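Material: hSENP1 catalytic domain, recombinant; medium: Tris pH 8 with BME, BSA, NP40 and catalase; compound: single concentration of 10 µM compound, 0.5% DMSO final; technique: FRET read of cyan and yellow fluorescence; timing: 50 min enzyme reaction, room temperature, light-protected; reagent: SFCypet-SUMO1-SFYpet substrate at 25 nM; control set: no-enzyme low, enzyme-DMSO high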
PfG6PD inh – PfG6PD (Plasmodium falciparum) enzyme inhibition; 350,000 tested, 0.78% active; PfGluPho enzyme, NADPH resazurin-diaphorase fluorescence; AID 504690; inhibition, % at 20 µM;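 active means inhibition reaching at least a set limit at 20 µM in the primary screen, cut at about 59% in these data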;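 further: 0% = DMSO wells with substrate and 100% = DMSO wells lacking glucose-6-phosphate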
SENP7 inh – inhibitors of human SENP7 protease | Q9BQF6 | 330,000 tested, 1.5% active | inhibition, % at 5 µM | recombinant SENP7, Z-RLRGG-aminoluciferin luminescence, 40 min | AID 434973;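 active means inhibition above about 50% at the single test dose, limit read from the data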;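 further: plate controls were DMSO with enzyme for no effect and no enzyme buffer wells for full effect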
Target sequence (Q9BQF6 706-1050 limits assumed): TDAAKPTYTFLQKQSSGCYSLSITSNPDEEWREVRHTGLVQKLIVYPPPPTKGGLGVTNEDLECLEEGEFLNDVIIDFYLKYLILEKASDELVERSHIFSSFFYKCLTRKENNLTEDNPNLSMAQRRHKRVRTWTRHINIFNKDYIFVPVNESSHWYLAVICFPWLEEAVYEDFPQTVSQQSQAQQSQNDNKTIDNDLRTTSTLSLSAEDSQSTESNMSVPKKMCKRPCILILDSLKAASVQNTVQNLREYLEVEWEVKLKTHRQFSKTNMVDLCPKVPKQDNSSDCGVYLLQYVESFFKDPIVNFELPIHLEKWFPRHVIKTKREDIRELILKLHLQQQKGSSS
The depositor's hits bear a star; . = not tested or not shown.

1: COc1ccc(N2CCN(C(CNC(C)=O)c3ccco3)CC2)cc1 (stereo not drawn)
2: O=C(COC(=O)c1ccc2c(c1)C(=O)N(CCc1ccccc1)C2=O)Nc1ccc(OC(F)F)cc1
3: COc1ccc(OCC(=O)Nc2cc(OC)cc(OC)c2)cc1
4: C/C(CC(=O)Nc1ccc(N(C)C)cc1)=N\NC(=O)c1ccc(Cl)cc1
5: CCN1CCC(NC(=O)Nc2ccc(F)cc2F)CC1
6: CCCn1c(=O)c(C(=O)N/N=C/c2ccc(F)cc2)c(O)c2ccccc21
7: CCCN(CCC)S(=O)(=O)c1cc2c3c(c1)CCN3C(=O)CC2
8: O=C(NCCCN1CCOCC1)c1ccc2c(c1)N(Cc1c(F)cccc1Cl)C(=O)CS2

| Assay by compound | 1 | 2 | 3 | 4 | 5 | 6 | 7 | 8 |
| --- | --- | --- | --- | --- | --- | --- | --- | --- |
| SENP8 block-1 | 1 | -2 | -10 | -11 | -2 | -3 | -12 | 3 |
| SENP6 block | -3 | -17 | -12 | 5 | -18 | 0 | -12 | -9 |
| HKDC1 inhibitor | -2 | -12 | -9 | -11 | 5 | -5 | -6 | -5 |
| SENP8 block-2 | 24 | 24 | 10 | 29 | 10 | -41 | 5 | 5 |
| Apaf-1 inh | -13 | 12 | -16 | 19 | 1 | 8 | -6 | 3 |
| SENP1 inh | 0 | 0 | 2 | -3 | 0 | 0 | 0 | 0 |
| PfG6PD inh | 5 | 20 | 15 | -25 | -22 | -14 | -1 | -7 |
| SENP7 inh | 0 | 3 | 3 | -12 | 4 | 11 | -1 | 2 |

Record cards, as listed above. Values in the order: SENP8 block-1	SENP6 block	HKDC1 inhibitor	SENP8 block-2	Apaf-1 inh	SENP1 inh	PfG6PD inh	SENP7 inh
`COc1ccc(N2CCN(C(CNC(C)=O)c3ccco3)CC2)cc1` (stereo not drawn) in the list: 1	-3	-2	24	-13	0	5	0
`C/C(CC(=O)Nc1ccc(N(C)C)cc1)=N\NC(=O)c1ccc(Cl)cc1` in the list: -11	5	-11	29	19	-3	-25	-12
`COc1ccc(OCC(=O)Nc2cc(OC)cc(OC)c2)cc1` in the list: -10	-12	-9	10	-16	2	15	3
`CCCn1c(=O)c(C(=O)N/N=C/c2ccc(F)cc2)c(O)c2ccccc21` in the list: -3	0	-5	-41	8	0	-14	11

(cont.)
9: COc1ccc(OC)c(-c2csc(N(CC3CCCO3)C(=O)C3CCCCC3)n2)c1 (stereo not drawn)
10: CCOc1ccc(N2C(=O)CCC2=O)cc1
11: CCN(CC)S(=O)(=O)c1ccc(C(=O)NCC(c2ccc(OC)cc2)N2CCOCC2)cc1 (stereo not drawn)
12: C=CCC1c2cccc(C(=O)OC)c2C(=O)N1c1ccccc1 (stereo not drawn)
13: COc1ccc(N2CCN(C(=O)CSc3nnc4c(C)cc5ccccc5n34)CC2)cc1
14: Cc1ccc(OCC(=O)N/N=C\c2ccc(C)o2)c(C)c1
15: O=C1O[C@H](CO)[C@@H](O)[C@H](O)[C@H]1O
16: N#CCC(=O)Nc1ccc(C(=O)NCCC(c2ccccc2)c2ccccc2)cc1

| Assay by compound | 9 | 10 | 11 | 12 | 13 | 14 | 15 | 16 |
| --- | --- | --- | --- | --- | --- | --- | --- | --- |
| SENP8 block-1 | 1 | -7 | 1 | 3 | 1 | -3 | . | -6 |
| SENP6 block | -7 | -17 | -18 | 3 | -8 | -7 | . | -19 |
| HKDC1 inhibitor | -2 | -4 | 7 | -1 | 4 | -2 | -8 | -1 |
| SENP8 block-2 | 13 | 27 | 2 | 7 | 8 | 7 | 2 | 1 |
| Apaf-1 inh | 9 | 0 | -4 | 5 | 22 | -3 | . | 14 |
| SENP1 inh | 0 | 0 | 2 | 1 | -2 | 3 | 2 | -5 |
| PfG6PD inh | 19 | -11 | -6 | 0 | 11 | 17 | 1 | -4 |
| SENP7 inh | -1 | 1 | 7 | 9 | 4 | 0 | . | -2 |

17: CCN(CC)S(=O)(=O)c1cc(C(=O)OCC(=O)c2ccc3c(c2)NC(=O)CO3)ccc1F
18: COc1ccccc1C(=O)NCCC(=O)NCC1CCCO1 (stereo not drawn)
19: CC12CCC(C(=O)NCCc3ccccc3)(OC1=O)C2(C)C (stereo not drawn)
20: O=[N+]([O-])c1cccc(-n2nnnc2CN2CCCC2)c1
21: C/C(=N/N1CCN(Cc2ccccc2)CC1)c1ccc(Br)cc1
22: COc1ccc2c(c1)CCc1sc(NC(=O)c3ccco3)nc1-2
23: CC(C)CN(C(=O)C1CCCO1)C1CCS(=O)(=O)C1 (stereo not drawn)
24: CCOc1ccc(OCCOc2ccc(/C=C/C(=O)O)cc2OCC)cc1

| Assay by compound | 17 | 18 | 19 | 20 | 21 | 22 | 23 | 24 |
| --- | --- | --- | --- | --- | --- | --- | --- | --- |
| SENP8 block-1 | -1 | -4 | -2 | 7 | -2 | 4 | -2 | 0 |
| SENP6 block | -17 | -5 | -1 | 2 | -5 | -6 | -6 | 4 |
| HKDC1 inhibitor | -2 | 3 | -3 | -5 | -2 | 19 | -6 | -4 |
| SENP8 block-2 | -1 | 3 | 10 | 3 | 16 | -318 | 9 | -10 |
| Apaf-1 inh | 10 | -10 | -8 | -7 | 9 | 8 | 1 | 3 |
| SENP1 inh | 0 | 4 | 0 | 2 | 3 | -4 | 2 | 2 |
| PfG6PD inh | 4 | -7 | -2 | -3 | -14 | 47 | 3 | -15 |
| SENP7 inh | -5 | 0 | 9 | 2 | -6 | 5 | -2 | 2 |

25: Cc1cn2c(nc1=O)OC1C(O)C(COC(=O)c3ccccc3)OC12 (stereo not drawn)
26: COc1ccccc1OC(C)C(=O)N1CCN(Cc2ccc3c(c2)OCO3)CC1 (stereo not drawn)
27: CCCN1C(=O)c2ccccc2NC1c1ccc(Cl)cc1 (stereo not drawn)
28: CCOc1ccc(S(=O)(=O)N2CCCCC2)c(C)c1C
29: COCCNC(=O)Cn1cc(C(=S)N2CCOCC2)c2ccccc21
30: CC(C)CCn1c(CN2CCN(c3cccc(Cl)c3)CC2)nc2c1c(=O)n(C)c(=O)n2C
31: O=C(NCc1ccccc1)c1cccc(NC(=O)C2CCC2)c1
32: c1ccc(-c2cncn2-c2ccccc2)cc1

| Assay by compound | 25 | 26 | 27 | 28 | 29 | 30 | 31 | 32 |
| --- | --- | --- | --- | --- | --- | --- | --- | --- |
| SENP8 block-1 | -7 | 0 | -1 | . | 4 | 4 | . | -2 |
| SENP6 block | -14 | 6 | -5 | . | 15 | 11 | . | -11 |
| HKDC1 inhibitor | 7 | -5 | 1 | -2 | -5 | 3 | -7 | 3 |
| SENP8 block-2 | 8 | 6 | -277 | 9 | 2 | 2 | 9 | 0 |
| Apaf-1 inh | -20 | 1 | -2 | . | 7 | 31 | . | 10 |
| SENP1 inh | 3 | 1 | 0 | 4 | -1 | -1 | 2 | -2 |
| PfG6PD inh | -12 | -4 | -16 | 9 | 43 | 6 | 11 | -7 |
| SENP7 inh | -3 | 7 | -9 | . | 9 | 3 | . | 2 |

Ordered by molar mass (low to high): part of the list above
32: c1ccc(-c2cncn2-c2ccccc2)cc1
27: CCCN1C(=O)c2ccccc2NC1c1ccc(Cl)cc1 (stereo not drawn)
31: O=C(NCc1ccccc1)c1cccc(NC(=O)C2CCC2)c1
26: COc1ccccc1OC(C)C(=O)N1CCN(Cc2ccc3c(c2)OCO3)CC1 (stereo not drawn)
30: CC(C)CCn1c(CN2CCN(c3cccc(Cl)c3)CC2)nc2c1c(=O)n(C)c(=O)n2C

| Assay by compound | 32 | 27 | 31 | 26 | 30 |
| --- | --- | --- | --- | --- | --- |
| SENP8 block-1 | -2 | -1 | . | 0 | 4 |
| SENP6 block | -11 | -5 | . | 6 | 11 |
| HKDC1 inhibitor | 3 | 1 | -7 | -5 | 3 |
| SENP8 block-2 | 0 | -277 | 9 | 6 | 2 |
| Apaf-1 inh | 10 | -2 | . | 1 | 31 |
| SENP1 inh | -2 | 0 | 2 | 1 | -1 |
| PfG6PD inh | -7 | -16 | 11 | -4 | 6 |
| SENP7 inh | 2 | -9 | . | 7 | 3 |
